# Source: PubChem
# 14-3-3 PPI – modulators of human 14-3-3 gamma - Raf peptide interaction; P61981; FP, 14-3-3gamma / TMR-pS259-Raf peptide binding; inhibition, % at 40 µM; hit rate 0.19% among 160,000; in the data active = inhibition above about 30%;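 also: 0% = protein plus tracer without compound and 100% = blank with tracer alone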
# Target sequence (P61981 whole entry, looked up): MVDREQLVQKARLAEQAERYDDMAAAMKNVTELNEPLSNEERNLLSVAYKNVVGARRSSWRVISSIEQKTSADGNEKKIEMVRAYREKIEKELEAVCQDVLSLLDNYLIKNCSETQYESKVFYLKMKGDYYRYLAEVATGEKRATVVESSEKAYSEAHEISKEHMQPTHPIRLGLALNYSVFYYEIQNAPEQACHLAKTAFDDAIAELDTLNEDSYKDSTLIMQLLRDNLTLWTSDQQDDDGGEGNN
# * hit, by the source's call; & = joins results of further samples.
SMILES,14-3-3 PPI
COc1ccc2[nH]cc(CCN(C)C)c2c1,0&-7
O=C(CN1C(=O)CN=C(c2ccccc2Cl)c2cc(Cl)ccc21)NCc1ccco1,-9
C[N+]12CN3CN(CN(C3)C1)C2,0
CCCCn1c(O)c(C(C)=NCc2ccc(F)cc2)c(=O)[nH]c1=O,-6
O=c1c2ccccc2nc(-c2ccco2)n1-c1ccncc1,-3
O=C1C2CCN(CC2)C1Cc1cc([N+](=O)[O-])ccc1O (stereo not drawn),7
CC(C)Cn1cc(C(=O)N2CCC3(CC2)OCCO3)c2c3ccccc3n(C)c2c1=O,-7
O=c1oc2ccccc2c2c1C(c1ccccc1)c1c(c3ccccc3oc1=O)O2,-8
O=P(Nc1ccccc1Cl)(Oc1ccccc1)Oc1ccccc1,-1
CCCCOC(=O)C1=C(N)OC2=C(C(=O)CC(C)(C)C2)C12C(=O)Nc1ccc(Br)cc12 (stereo not drawn),1
CN1CCN(Cc2c(O)ccc3ccccc23)CC1,1
CNP1(NC)=Nc2nn(-c3ccccc3)c(N)c2C(c2ccccc2)=N1,5
CCOC(=O)C1=C(C)OC(N)=C(C(=O)OC(C)C)C12C(=O)Nc1ccc(Br)cc12 (stereo not drawn),-3
O=C1CC(c2ccccc2Cl)CN1 (stereo not drawn),-6
CCOC(=O)C1C2NC(=S)N(c3cccc(F)c3)C1(C)Oc1ccc(OC)cc12 (stereo not drawn),-10
CCOC(=O)C1SC2(C(F)(F)C(F)F)CC1(O)c1c(c(OC)c3occc3c1OC)O2 (stereo not drawn),-2&-1
COC(=O)c1cc(COc2cc(C)cc3oc(=O)c4c(c23)CCC4)c(C)o1,-6
O=C(Cc1ccccc1)Oc1ccc(N2C(=O)C3CCCCC3C2=O)cc1 (stereo not drawn),-1
C=CCn1c(O)c(C(CC)=Nc2ccc(N(CC)CC)cc2)c(=O)[nH]c1=O,-2
CN1CCN(C(=O)c2ccc(N3CC4CC(C3)c3cccc(=O)n3C4)c([N+](=O)[O-])c2)CC1 (stereo not drawn),-15

# Given with each value named: 3 of the compounds above
O=C1CC(c2ccccc2Cl)CN1 (stereo not drawn)
  14-3-3 PPI = -6

CCOC(=O)C1C2NC(=S)N(c3cccc(F)c3)C1(C)Oc1ccc(OC)cc12 (stereo not drawn)
  14-3-3 PPI = -10

CCOC(=O)C1SC2(C(F)(F)C(F)F)CC1(O)c1c(c(OC)c3occc3c1OC)O2 (stereo not drawn)
  14-3-3 PPI = -2&-1

# Additional structures:
SMILES,14-3-3 PPI
CC(C)[C@@]1(NC(=O)[C@@H]2C=C3c4cccc5[nH]cc(c45)C[C@H]3N(C)C2)O[C@@]2(O)[C@@H]3CCCN3C(=O)[C@H](Cc3ccccc3)N2C1=O,-127&-37
O=c1[nH]c(=O)n(CCc2ccccc2)c(O)c1C=NCCN1CCNCC1,1
CC(C)CC1N=C(c2ccccc2)c2ccccc2N(CC(=O)Nc2ccc(N(C)C)cc2)C1=O (stereo not drawn),-4
CN1CCc2nc3sc(C#N)c(N)c3c(-c3cccs3)c2C1,-29
Nc1c2c(nc3sc4c(c13)CCCCC4)CCCC2,-8
CC(=O)C1C(=O)NC23CCCCC2C1c1ccccc1O3 (stereo not drawn),4&1
COc1ccc(C2SCC(=O)Nc3c2c(C)nn3-c2ccccc2)cc1OC (stereo not drawn),28
Nc1ccc(Sc2ccc(N)cc2)cc1,-1
Cc1ccccc1-n1c(O)c(C=Nc2ccc(N(C)C)cc2)c(=O)[nH]c1=O,-2
CNCCc1nc(N)n[nH]1,4
CCCCn1c(O)c(C(C)=NCCc2ccccc2)c(=O)[nH]c1=O,-3
CCS(=O)(=O)N1CCC(C(=O)N2CCC3(CC2)OCCO3)CC1,6
O=C(c1cc2c(s1)-c1ccccc1OC2)N1CCC2(CC1)OCCO2,-1
CN1C(=O)c2ccccc2Sc2ccc(C(=O)N3CCC4(CC3)OCCO4)cc21,-1
COc1cccc(C=C2C(=O)NC(=O)NC2=O)c1,0
O=C(c1ccccc1)N(c1ccccn1)C1CN2CCC1CC2 (stereo not drawn),-4
O=C(NCc1ccccn1)c1ccccc1Cl,-5
Nc1c(C(=O)c2ccccc2)cccc1[N+](=O)[O-],5
O=C(CNS(=O)(=O)c1cccs1)N1CCC2(CC1)OCCO2,-9
COc1ccc(CC[n+]2cc(/N=C(\C)[O-])on2)cc1OC,1
C=C(C)[C@H]1Cc2c(ccc3c2O[C@@H]2COc4cc(OC)c(OC)cc4[C@@H]2C3=O)O1,-4
COC(=O)C1=C(N)OC(C)=C(C(=O)OC(C)C)C12C(=O)N(C)c1ccccc12 (stereo not drawn),-6
O=C(c1ccc2nc(-c3ccco3)c(-c3ccco3)nc2c1)N1CCC2(CC1)OCCO2,-1
COc1cc2nc(CN3CC=C(c4ccccc4)CC3)[nH]c(=O)c2cc1OC,-1
CCOC(=O)c1c(C)n(Cc2ccccc2)c2cc(Br)c(O)c(CN3CCCCC3)c12,2
CNC(=O)OCC[N+](C)(C)C,0
Nc1cc(C(=O)O)ccc1N1CC2CC(C1)c1cccc(=O)n1C2 (stereo not drawn),3
C[C@]12CCC(=O)C=C1CCC1C2CC[C@@]2(C)C1CC[C@@]2(O)CC#N (stereo partly drawn),-4
COC(=O)c1ccc(CCl)o1,14
NCC(O)c1ccc(O)cc1 (stereo not drawn),-1
CCCCNC(=O)CN1C(=O)CN=C(c2ccccc2)c2cc(Cl)ccc21,-5
Cc1ccc(-c2nc3ccccc3c(=O)n2-c2ccc(O)cc2)cc1,-4
CCc1nc2ccccc2c(=O)n1-c1cccc(OC)c1,1
CC(=O)NC1CC2CCCC(C1)N2 (stereo not drawn),7
CCN(CC)C(=O)c1ccc(NC(=O)c2cc(-n3cnnc3)ccc2Cl)cc1,-14
Clc1cccc(CN2CCN(Cc3ccccc3Br)CC2)c1,5
Cc1cccc(-n2c(=S)[nH]c3ccccc3c2=O)c1,-1
CCn1c(=O)cc(OCC(=O)N2CCC3(CC2)OCCO3)c2ccccc21,-3
CC(Cc1ccccc1)[n+]1cc(/N=C(\[O-])N(C)C)on1 (stereo not drawn),4
Clc1ccc2c(N3CCNCC3)ccnc2c1,-9
CN1C(=O)N(C)C(=O)C2(Sc3ccccc3C2=O)C1=O,0
CCOc1ccccc1NC(=O)C(CC)N1C(=O)C(C)N=C(c2ccccc2)c2ccccc21 (stereo not drawn),0
C#CCOc1ccc2c(c1)c(C(=O)OCC)c(C)n2CCCC,-6
O=C(Nc1ncccc1O)c1c(O)c2c(n(Cc3ccco3)c1=O)CCCC2,-10
Cc1cc(Cl)ccc1OC(C)C(=O)O (stereo not drawn),-7
Cc1nc2ccccc2c(=O)n1-n1cnnc1,-6
C=CCOC(=O)C1C2NC(=S)NC1(C)Oc1ccccc12 (stereo not drawn),-6
CCCCCCn1c(=O)c(C(=O)Nc2c(C)n(C)n(-c3ccccc3)c2=O)c(O)c2ccccc21,0
NNCc1cccc(O)c1,-7
CC(C)c1ccc(C2N3CCCN23)cc1 (stereo not drawn),4

# For reference, some entries already given.
SMILES,14-3-3 PPI
CN1C(=O)N(C)C(=O)C2(Sc3ccccc3C2=O)C1=O,0
CCOc1ccccc1NC(=O)C(CC)N1C(=O)C(C)N=C(c2ccccc2)c2ccccc21 (stereo not drawn),0
C#CCOc1ccc2c(c1)c(C(=O)OCC)c(C)n2CCCC,-6
O=C(Nc1ncccc1O)c1c(O)c2c(n(Cc3ccco3)c1=O)CCCC2,-10
Cc1cc(Cl)ccc1OC(C)C(=O)O (stereo not drawn),-7
Cc1nc2ccccc2c(=O)n1-n1cnnc1,-6
C=CCOC(=O)C1C2NC(=S)NC1(C)Oc1ccccc12 (stereo not drawn),-6

# Next results.
SMILES,14-3-3 PPI
CCCCn1c(O)c(C(CC)=NCc2ccc3c(c2)OCO3)c(=O)[nH]c1=O,-4
C=CCn1c(O)c(C=Nc2ccc(N(CC)CC)cc2)c(=O)[nH]c1=O,-12
O=C(c1ccccc1)c1cn(CC(=O)N2CCOCC2)c2ccccc12,-7
Cc1ccc(C2(O)CCN3CCCCC32)cc1 (stereo not drawn),-10
C[N+]1(C)CCOC(O)(c2ccc(-c3ccc(C4(O)C[N+](C)(C)CCO4)cc3)cc2)C1 (stereo not drawn),-4
O=C(Nc1ccc(Cl)cc1C(=O)c1ccccc1Cl)c1ccc([N+](=O)[O-])s1,3
CCOc1cc(C(=O)N2CCC3(CC2)OCCO3)cc(OCC)c1OCC,5
CCC(=NCCCO)c1c(O)n(-c2ccc(OC)cc2)c(=O)[nH]c1=O,-6
CCC(=NCC1CCCO1)c1c(O)[nH]c(=O)[nH]c1=O (stereo not drawn),0
O=C(C(Cc1ccccc1)NS(=O)(=O)c1ccc(F)cc1)N1CCC2(CC1)OCCO2 (stereo not drawn),3
CCCN(CCC)[C@@H]1CCc2ccc(O)cc2C1,-3
NC1=C(c2nc(-c3ccccc3)cs2)C(c2ccccc2)c2c(c3ccccc3oc2=O)O1 (stereo not drawn),-3
CC(C)(C)OC(=O)c1c(N)n(Cc2ccco2)c2nc3ccccc3nc12,-9
CN(C=O)CP(=O)(O)CN(C)C=O,-5
CCCCn1c(O)c(C(C)=Nc2ccc(OCC)cc2)c(=O)[nH]c1=O,-1
N[C@@H](Cc1c[nH]c2ccccc12)c1nnc(SCc2ccc(Cl)cc2)o1,-11
CC(Cc1c[nH]c2ccccc12)N(Cc1ccccc1)Cc1ccccc1 (stereo not drawn),-2
O=C(CN1C(=O)CN=C(c2ccccc2)c2ccccc21)NCCC1=CCCCC1,3
O=C1NC(=O)C2(C(=O)N1)C(c1ccc(Cl)cc1)NC(=S)NC2c1ccc(Cl)cc1 (stereo not drawn),1
COc1ccc2c(c1)CC1(CN2C)C(=O)NC(=O)N(c2ccc(C)cc2)C1=O (stereo not drawn),-11
CNCCc1c[nH]c2ccc(O)cc12,-2
CCCc1nc2ccccc2c(=O)n1-c1cccc(OC)c1,4
Cc1[nH]c2ccc(O)cc2c1CCN,0
CCOC(=O)C1=C(N)OC(C)=C(C(C)=O)C12C(=O)Nc1ccccc12 (stereo not drawn),-2
O=c1c2ccccc2nc(CNc2ccccc2)n1-c1ccccc1,-32
CC(C)(CNc1ccc([N+](=O)[O-])c2cccnc12)CNS(=O)(=O)c1ccc(Cl)cc1,-3
CC(C)(O)[C@@H]1[C@H]2OC(=O)[C@@H]1[C@]1(O)C[C@H]3O[C@]34C(=O)O[C@H]2[C@]14C (tested in a mixture with another compound),6
CCOc1cc(C)cc2oc(=O)c3c(c12)CCCC3,-4
C=CCN1C(=O)C2(C(C(=O)OCC)=C(N)Oc3ccccc32)C2=C1CCCC2=O (stereo not drawn),-9
Cc1[nH]c2ccccc2c1CCCNC1CCCCC1,-3
COc1ccccc1-n1c(C=Cc2ccc([N+](=O)[O-])o2)nc2ccccc2c1=O,-68
CC(O)CNc1cc(N2CCN(C)CC2)ccc1[N+](=O)[O-] (stereo not drawn),1
COC(=O)c1cc(C(O)(C(=O)OC)C(F)(F)F)c(/N=C/N(C)C)s1 (stereo not drawn),-5
CCc1nc2ccccc2c(=O)n1-c1ccccc1,-10
COC(=O)C(O)(c1c(C)[nH]n(-c2ccccc2)c1=O)C(F)(F)F (stereo not drawn),-8
O=C(CNC(=O)c1cccc(Cl)c1)Nc1ccc(Br)cc1C(=O)c1ccccc1,-1
Cc1cc(Cl)ccc1OCC(=O)N1CCN(C)CC1,4
Cc1cccc(CN2CCN(Cc3ccccc3[N+](=O)[O-])CC2)c1,-11
C=CCN1C(=O)C2(C(C(=O)OC(C)C)=C(C)OC(N)=C2C(=O)OCC)c2ccccc21 (stereo not drawn),-2
COc1ccc(CC2C(=O)NC(=O)NC2=O)c(OC)c1,-5

# Random excerpt: 3 compounds from above
SMILES,14-3-3 PPI
C=CCN1C(=O)C2(C(C(=O)OC(C)C)=C(C)OC(N)=C2C(=O)OCC)c2ccccc21 (stereo not drawn),-2
CCc1nc2ccccc2c(=O)n1-c1ccccc1,-10
COc1ccc(CC2C(=O)NC(=O)NC2=O)c(OC)c1,-5

# (listing goes on)
SMILES,14-3-3 PPI
CN1C2C=C(N(C(=O)c3ccccc3)c3ccccc3)CC1CC2 (stereo not drawn),-17
CCCCCn1c(=O)c(C(=O)Nc2ccncc2)c(O)c2ccccc21,-5
C[C@@H]1O[C@H](C[N+](C)(C)C)CS1,1
O=C(Nc1ccc(Cl)cc1C(=O)c1ccccc1Cl)c1ccc(F)cc1,-8
Cc1ccc2c(c1)c1ncnc3c1n2-c1cc(C#N)c(C#N)cc1S3,-49
Cc1ccc(-n2c(C=Cc3c[nH]c4ccccc34)nc3ccccc3c2=O)cc1,-9
Cn1c(O)c(C=NC2CC3CCC2(C)C3(C)C)c(=O)[nH]c1=O (stereo not drawn),-4
O=C(c1ccc2c(c1)ncn2C1CCCCCC1)N1CCC2(CC1)OCCO2,-3
Cc1cc(-n2c(C=Cc3ccccc3)nc3ccccc3c2=O)ccc1Br,0
Cc1ccc(-n2c(C=Cc3cn(C)c4ccccc34)nc3ccccc3c2=O)cc1,-9
CN(C)c1nc(-c2ccccc2)[n+](C)s1,2
COCCOC(=O)C1=C(C)OC(N)=C(C(=O)OC)C12C(=O)N(C)c1ccccc12 (stereo not drawn),-4
O=c1[nH]c(O)c([N+](=O)[O-])c(=O)[nH]1,7
CCN(CC)S(=O)(=O)c1ccc(N=Cc2c(O)n(-c3ccccc3)c(=O)[nH]c2=O)cc1,-3
CCCC12CN3CC(C)(CN(C1)C3(C)CC)C2=O (stereo not drawn),3
Fc1ccc(C(OCCN2CCN(CCCc3ccccc3)CC2)c2ccc(F)cc2)cc1,3
Nc1nsc(N)n1,-3
Cc1nn(C)c(C(=O)Nc2ccc3c(C(F)(F)F)cc(=O)oc3c2)c1[N+](=O)[O-],-3
Clc1cccc(-n2nnnc2C2(N3CCOCC3)CCCCC2)c1,11
NC(=O)OCCSc1nnc(-c2cccc(C(N)=S)c2)o1,-2
S=c1nc(NCCc2cnc[nH]2)c2ccccc2[nH]1,-4
Cc1ccc(O)c(CN2CCN(c3ccccc3)CC2)c1,-6

# This is a subset (hit frequency here may not be typical).
